Screening results deposited in PubChem BioAssay by National Center for Advancing Translational Sciences (NCATS).
IL1B secr inh: blocks inflammasome-driven IL-1 beta release | THP-1 LPS/ATP IL-1B secretion, AlphaLISA, 16 h; active compounds read low | activity change, % at 57.5 µM | 360,000 tested, 4.7% active | AID 743279; in the data active = activity change below about -50%; inconclusive = mostly about -30% to -49%; also: % is scaled to controls: 0 for no effect and ±100 for the full control effect
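Secreted IL-1B measured by AlphaLISA bead assay after 16 h compound exposure of THP-1 cells; compounds (final up to 57.5 uM) added 1 h before LPS (250 ng/mL) and ATP (1.25 mM) stimulation; lower signal means less secretion.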
HT1080-NT tox: kills 2HG-producing HT-1080-NT fibrosarcoma cells; HT-1080-NT fibrosarcoma viability, CellTiter-Glo ATP luminescence, 48 h; Potency, µM (series often up to 46.1 µM), inactives show top-dose activity, negative = less viability, usual class: cytotoxic; 360,000 tested, 1.6% active; AID 686970;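 also: NT is the 2HG producing partner of a matched IDH1 knockdown line; potency is read from the fitted curve at half-maximal effect; 0% = DMSO-treated cells and -100% = media-only wells without cells; nearly all actives have a fitted effect of over 55% in size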
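Read-out is CellTiter-Glo luminescence after 10 minutes at room temperature, following 48 hours' compound treatment of HT-1080-NT cells (750 cells/well, RPMI, 5% FBS, 37 degrees C).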
ATXN2 expr inh: inhibitors of ATXN2 expression. Potency, µM (series often up to 57 µM), without a hit: at the highest dose activity change, negative = inhibition, hits mostly inhibitors. 360,000 tested, 0.72% active. HEK-293 ATXN2-luciferase reporter, luminescence, 24 h; also: potency is read from the fitted curve at half-maximal effect; % is scaled to controls: 0 for no effect and ±100 for the full control effect; nearly all actives have a fitted effect of over 55% in size
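qHTS (up to 57 uM final) was run with 24 h compound exposure of reporter cells at 37 °C. Each well was multiplexed: SteadyGlo luminescence measured ATXN2-luciferase expression after a fluorogenic Gly-Phe-AFC viability readout (25 uM final).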
MCF10A rerep: induces DNA re-replication in MCF 10a normal breast cells; MCF 10A DNA re-replication, Hoechst nuclear intensity, 48 h; Potency, µM (doses to about 46.1 µM), without a hit: at the top dose activity, positive = re-replication, usual class: activators; 350,000 tested, 2.9% active; AID 624296; also: potency is read from the fitted curve at half-maximal effect; % of control where 0% means no effect; nearly all actives have a fitted effect of over 50% in size
KB-V1 cytotox: KB-V1 MDR subline cytotoxicity. KB-V1 MDR cells viability, CellTiter-Glo, 72 h. Potency, µM (doses to about 46.1 µM), without a hit: at the highest dose activity change, negative = cytotoxicity, most hits filed as cytotoxic. 400,000 tested, 3.4% active; also: potency is read from the fitted curve at half-maximal effect; % is scaled to controls: 0 for no effect and ±100 for the full control effect; nearly all actives have a fitted effect of over 60% in size
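Compound-treated KB-V1 multidrug-resistant cells, 72 h, 37 degrees C; viability by CellTiter-Glo. Fitted qHTS curves give the values.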
KB-3-1 cytotox: KB-3-1 parental cell cytotoxicity. AID 1347075. Potency, µM (highest dose often 46.1 µM), for the others: at the highest dose activity change, negative = cytotoxic, most hits filed as cytotoxic. KB-3-1 viability, CellTiter-Glo ATP luminescence, 72 h. 400,000 tested, 1.4% active; also: potency is read from the fitted curve at half-maximal effect; % is scaled to controls: 0 for no effect and ±100 for the full control effect; nearly all actives have a fitted effect of over 60% in size
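Viability of parental KB-3-1 cells, measured by CellTiter-Glo luminescence, followed a 72 h incubation at 37 °C with pinned compounds in phenol-red-free DMEM containing 10% FBS.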
HT1080 IDH1KD tx: toxicity to HT-1080 IDH1 knockdown cells (counter line); AID 686971; 360,000 tested, 2% active; HT-1080 IDH1 knockdown viability, ATP luminescence, 48 h; Potency, µM (highest dose often 46.1 µM), for inactives: at the highest dose activity, negative = toxicity, actives largely listed as cytotoxic;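 also: potency is read from the fitted curve at half-maximal effect; 0% = DMSO wells and -100% = cell-free medium wells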
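Using the IDH1-knockdown HT-1080 line run in the same batch and compound series as the NT line, viability after 48 h at 37 °C was determined by CellTiter-Glo luminescence and expressed as % activity.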
SW480 rerep: induces DNA re-replication in SW480 colon adenocarcinoma cells; SW480 DNA re-replication, Hoechst DNA content imaging, 48 h; Potency, µM (doses to about 46.1 µM), without a hit: top-dose re-replication activation, actives largely listed as activators; 340,000 tested, 1.8% active; AID 624297; also: potency is read from the fitted curve at half-maximal effect; % of control where 0% means no effect; nearly all actives have a fitted effect of over 55% in size
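SW480 cells exposed to compounds for 48 hr at 37 C, 5% CO2, then Hoechst-stained 40 min. Nuclear DNA content imaged by fluorescence scanning (405 nm excitation, 500-530 nm emission); re-replication scored as increased high-intensity nuclei.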
WRN inhibitor: blocks human WRN helicase; Q14191; Potency, µM (highest dose often 114 µM), for the others: at the top dose activity change, negative = inhibition, actives largely listed as inhibitors; WRN helicase unwinding, fluorescent forked duplex, kinetic; AID 651768; 360,000 tested, 0.46% active; also: potency is read from the fitted curve at half-maximal effect; % is scaled to controls: 0 for no effect and ±100 for the full control effect; nearly all actives have a fitted effect of over 55% in size
Target sequence (Q14191 whole entry, looked up): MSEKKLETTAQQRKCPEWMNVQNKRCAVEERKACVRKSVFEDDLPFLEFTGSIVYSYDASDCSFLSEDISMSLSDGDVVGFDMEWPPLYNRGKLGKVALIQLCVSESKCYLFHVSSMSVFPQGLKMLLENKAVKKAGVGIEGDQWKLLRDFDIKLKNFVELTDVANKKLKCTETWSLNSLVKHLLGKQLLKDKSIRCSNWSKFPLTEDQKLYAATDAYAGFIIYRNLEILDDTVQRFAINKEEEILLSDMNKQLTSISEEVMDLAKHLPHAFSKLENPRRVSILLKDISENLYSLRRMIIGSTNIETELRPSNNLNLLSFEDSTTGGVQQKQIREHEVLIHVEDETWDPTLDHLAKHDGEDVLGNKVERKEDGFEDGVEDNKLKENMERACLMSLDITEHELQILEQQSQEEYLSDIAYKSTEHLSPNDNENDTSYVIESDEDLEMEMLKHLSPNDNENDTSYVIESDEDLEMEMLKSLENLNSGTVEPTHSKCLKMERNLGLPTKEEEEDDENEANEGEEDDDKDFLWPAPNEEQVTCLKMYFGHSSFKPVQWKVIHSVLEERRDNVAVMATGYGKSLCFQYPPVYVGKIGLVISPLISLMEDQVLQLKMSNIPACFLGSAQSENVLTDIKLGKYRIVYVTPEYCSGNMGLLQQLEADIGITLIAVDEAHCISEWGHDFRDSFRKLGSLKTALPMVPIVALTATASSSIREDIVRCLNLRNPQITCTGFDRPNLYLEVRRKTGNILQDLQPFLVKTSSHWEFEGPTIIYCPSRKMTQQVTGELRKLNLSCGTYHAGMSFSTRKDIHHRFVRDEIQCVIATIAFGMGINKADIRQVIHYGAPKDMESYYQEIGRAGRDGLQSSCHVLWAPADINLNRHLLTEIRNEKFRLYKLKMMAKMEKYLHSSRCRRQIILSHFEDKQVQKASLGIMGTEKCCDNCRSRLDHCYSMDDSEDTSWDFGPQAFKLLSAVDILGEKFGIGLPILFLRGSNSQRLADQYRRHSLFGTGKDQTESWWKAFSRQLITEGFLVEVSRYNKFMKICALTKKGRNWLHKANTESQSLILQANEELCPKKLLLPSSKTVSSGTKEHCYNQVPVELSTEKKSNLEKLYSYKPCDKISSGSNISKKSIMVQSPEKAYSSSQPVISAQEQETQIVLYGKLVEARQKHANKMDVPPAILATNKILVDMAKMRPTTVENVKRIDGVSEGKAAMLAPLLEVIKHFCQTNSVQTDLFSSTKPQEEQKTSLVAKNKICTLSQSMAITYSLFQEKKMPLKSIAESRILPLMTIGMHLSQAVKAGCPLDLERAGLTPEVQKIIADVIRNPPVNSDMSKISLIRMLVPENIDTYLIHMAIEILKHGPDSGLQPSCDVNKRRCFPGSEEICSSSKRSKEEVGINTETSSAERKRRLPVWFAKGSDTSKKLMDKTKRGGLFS
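Fluorescence dequenching readout, ex 525 nm/em 598 nm, kinetic mode: forked duplex DNA (100 nM final) with adjacent fluorophore and quencher unwound by WRN (20 nM final) with 2 mM ATP. Compound preincubation 15 min, room temperature.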
* hit, by the source's call; ? = inconclusive; nt = no result given; [ ] = another dose, or the depositor's remark. Unless noted, calls follow the shape of the dose curve; as a rule, active = well fitted curve in the direction sought with a large enough effect; inconclusive = small, poorly fitted or top-dose-only effect, or another doubt; inactive = no such curve, though single readings can be large; an effect the other way counts as inactive or inconclusive.

Compound	IL1B secr inh	HT1080-NT tox	ATXN2 expr inh	MCF10A rerep	KB-V1 cytotox	KB-3-1 cytotox	HT1080 IDH1KD tx	SW480 rerep	WRN inhibitor
CCOC(=O)C1=CN(CC2CCCO2)C=C(C(=O)OCC)C1c1ccccc1C(F)(F)F (configuration not stated)	-11	?	-11%	13µM*	8%	0%	14%	15µM*	-5%
CCCCOc1cccc(C2/C(=C(/O)c3ccc4c(c3)CC(C)O4)C(=O)C(=O)N2CCN2CCOCC2)c1 (configuration not stated)	0	12%	8%	10%	-15%	6%	-2%	-22%	2%
CCOC(=O)N1CCc2c(sc(N)c2C#N)C1	?	1%	11%	2%	?	-24%	-2%	10%	-9%
CCCCC[C@@H](C)N1C[C@H](COCc2ccccc2)Oc2cc(N3CCC[C@H]3C(N)=O)ccc2S1(=O)=O	-11	-18%	-26%	nt	?	?	-12%	nt	-4%
CC(=N\NC(=O)c1ccccc1)/C(=N/O)C(=O)Nc1ccccc1	13	-10%	1%	-8%	-3%	10%	-6%	?	17%
CC(C)(C)/C(COc1ccccc1[N+](=O)[O-])=N/O	0	7%	-13%	?	-7%	-4%	6%	-86%[inhibitor]	-4%
COc1ccc(Cl)cc1-c1cc(C(=O)NCc2ccc(F)cc2)[nH]n1	-17	-28%	-24%	nt	2%	0%	?	nt	-3%
N#Cc1ccc(OCC(=O)NNC(=O)C2CCCCC2)cc1	26	-3%	2%	-9%	-3%	4%	-1%	-18%	0%
Cc1ccc(S(=O)(=O)NN2Cc3ccccc3C2=N)cc1	11	3%	-3%	3%	-4%	0%	10%	-1%	-1%
CC[C@]1(C(=O)OC)[C@H]2C(=O)N(C)C(=O)[C@H]2[C@H]2CN(C)C(=NC)N21	15	-4%	1%	-5%	-2%	2%	-3%	-26%	-1%
CCOc1ccccc1CN1CCCC(CNS(=O)(=O)c2ccc(OC)cc2)C1 (configuration not stated)	-5	0%	nt	-5%	-14%	-8%	-1%	-7%	-11%
O=C(Oc1ccccc1)c1ccc2nsnc2c1	32	5%	15%	-7%	-1%	-3%	1%	0%	-22%
CC(=O)N1CCC(c2c[nH]c3ccccc23)CC1	nt	19%	26%	1%	-20%	-1%	11%	-52%	-3%
CC(/C=C1\SC(=O)N(CC(=O)Nc2ccc(O)cc2)C1=O)=C\c1ccccc1	-76*	2%	-11%	?	2%	0%	-2%	0%	-14%
Cc1ccc(-c2csc(NC(=O)c3c(C)noc3C)n2)cc1C	-17	6%	6%	37%	?	?	5%	4%	-2%
Cc1cc2c(cc1S(=O)(=O)N(C)c1ccccc1)n(C)c(=O)n2C	48	-10%	nt	-7%	?	-3%	-10%	-20%	13%
Cc1ccccc1CNC(=O)COc1ccccc1	0	0%	-9%	?	3%	10%	0%	4%	-1%
Cc1cccc(C(=O)NC2CC3CCCC(C2)N3C(=O)Nc2ccccc2)c1 (configuration not stated)	6	-9%	-24%	-14%	-10%	0%	2%	-13%	-3%
CCOc1ccccc1NC(=O)NCc1ccc(F)cc1	23	13%	2%	13%	12%	7%	18%	-4%	-2%
CC(=O)N(C(C)=O)C1=C(C#N)C2(CCCCC2)Cc2ccccc21	-74*	?	-10%	?	-11%	-11%	?	-5%	3%
O=C(NCc1ccccc1)C(c1ccc(C(F)(F)F)cc1)n1c(=O)c(-c2ccco2)nc2ccccc21 (configuration not stated)	0	-22%	nt	nt	?	-2%	-28%	nt	-5%
Cc1cc(Br)ccc1NC(=O)c1cnc(N2CCN(c3ccccn3)CC2)c2ccccc12	2	-25%	?	?	?	?	-21%	29%	1%
O=C(NNC(=S)NC(=O)c1ccccc1[N+](=O)[O-])c1ccccc1Cl	15	14%	-2%	20%	-17%	-7%	14%	1%	1%
Oc1ccc(C[C@@H]2CNCCN2CCc2cccc3ccccc23)cc1	?	-19%	-13%	8%	0%	-23%	-21%	?	9%
COC(=O)Cc1c(O)ccn(Cc2ccc(Cl)c(Cl)c2)c1=O	4	1%	-5%	0%	8%	6%	-1%	-4%	-8%
O=C(COc1ccccc1F)NNC(=O)Cn1c(=O)cnc2ccccc21	-3	3%	nt	1%	-1%	5%	-5%	-7%	2%
CCN(CC)C(=O)C1=C(C)N(CCCN2CCCC2=O)C(=O)C(CC(=O)NCCc2ccccn2)C1 (configuration not stated)	25	3%	7%	nt	1%	0%	8%	nt	0%
Cc1ccsc1/C=N/NC(=O)CC(=O)NCC(C)C	-12	14%	nt	-7%	-3%	6%	3%	-3%	11%
CCCn1cnc2scc(-c3ccc(C)cc3)c2c1=O	13	11%	nt	-3%	5%	12%	-1%	0%	-3%
CCNC(=O)C1(C)CCN(C(=O)c2ccc(OC(F)F)cc2)C1 (configuration not stated)	9	-2%	2%	nt	0%	0%	-5%	nt	2%
Cc1ccc(SCCNC(=O)c2ccccc2F)cc1	-1	15%	nt	0%	-3%	2%	12%	0%	-9%
N#CC1(NC(=O)CSc2nncn2-c2ccccc2F)CCCC1	9	4%	nt	-2%	?	2%	9%	-22%	3%
COc1cccc(-n2ccnc2SCC(=O)N2CCc3ccccc32)c1	-13	-4%	-2%	18%	-13%	2%	-1%	6%	-34%
CSCCC(NC(=O)c1ccccc1)C(=O)Nc1ccc(C)cc1 (configuration not stated)	-12	4%	11%	11%	30%	12%	6%	-6%	0%
N#C/C(=C\c1cn(CC(=O)O)c2ccccc12)C(=O)NCc1ccccc1	0	-5%	10%	2%	?	27%	-5%	-6%	-9%
CN(C(=O)c1cc(-c2cccs2)nn1-c1ccccc1)C1CCS(=O)(=O)C1 (configuration not stated)	12	3%	nt	nt	21%	3%	8%	nt	20%
O=C(COc1ccc2ccc(=O)oc2c1)NC1CCCCC1	-14	-3%	10%	17%	?	6%	-2%	-1%	-7%
Cc1cccc(C(=O)NC2CCN(CC(=O)NCc3cccs3)CC2)c1	-5	12%	-10%	-1%	-8%	30%	12%	0%	10%
Cc1ccccc1-n1c(=O)cc(N2CCCCCC2)[nH]c1=O	13	1%	5%	2%	1%	-7%	-6%	-16%	0%
CCc1nc(SCC(=O)Nc2cc(C)ccc2OC)c2c(C)c(C)sc2n1	4	-7%	0%	18%	?	?	-4%	-4%	-3%
O=C(Nc1cc(Br)ccc1O)c1cc(-c2ccc3c(c2)OCO3)on1	5	16%	7%	6%	3%	0%	15%	2%	11%
O=C(Nc1ccc(-c2ccc3nncn3n2)cc1)c1ccc(Br)o1	14	18%	0%	0%	7%	20%	20%	16%	?
CC(Nc1n[nH]c(=S)[nH]c1=O)C(=O)OCc1ccccc1 (configuration not stated)	-3	-21%	4%	3%	10%	25%	1%	-5%	-10%
CC(=O)Nc1cc(C(=O)N(C)Cc2ccco2)ccc1Sc1ccc(C)cc1	-4	2%	1%	3%	-25%	-23%	-2%	13%	6%
Cc1ccc(-c2csc3nc(C)n(-n4c(C)ccc4C)c(=O)c23)o1	1	3%	4%	?	1%	-6%	0%	11%[9.22 µM]	-15%
Cc1cc2oc(C(=O)Nc3ccc(S(=O)(=O)Nc4onc(C)c4C)cc3)cc(=O)c2cc1Cl	0	?	nt	11%	1%	0%	9%	-26%	4%
Cc1c(C(=O)O)cccc1[N+](=O)[O-]	16	23%	2%	4%	-1%	0%	2%	-43%[inhibitor]	4%
CCCC(=O)N1c2ccccc2[C@@H](N(C(C)=O)c2ccccc2)C[C@H]1C	3	7%	0%	-5%	-21%	5%	8%	-1%	6%
Cc1ccc2c(c1)c(C)cc(=O)n2CCC(=O)O	-2	9%	10%	-10%	17%	14%	9%	3%	-12%
CCSc1nc(N)c(C#N)c(-c2ccccc2Cl)c1C#N	11	-23%	-29%	?	21µM*	16%	?	-12%	-13%
Cc1ccsc1C(=O)N1CCC1(C)C(=O)NS(=O)(=O)c1ccccc1C(F)(F)F (configuration not stated)	2	?	16%	nt	-1%	0%	21%	nt	-7%
S=C(NCc1ccco1)Nc1ccc(Br)cc1Cl	-83*	-25%	56%[activator]	18%	0%	?	-21%	2%	-8%
CCc1nc2sc3c(c2c(=O)n1NC(=O)CCl)CCCC3	-77*	-22%	1%	?	?	3%	?	17%	-7%
O=C(Nc1cccnc1)c1cccc(S(=O)(=O)Nc2ccccc2F)c1	1	-4%	-14%	-2%	16%	2%	-3%	-8%	?
O=C(Nc1ccccc1)Nc1nc(-c2ccc(F)cc2)cs1	-7	8%	13%	5%	-2%	-1%	1%	2%	-32%[57.1 µM]
CCCn1c(N)c(N(CCOC)C(=O)c2cc3ccccc3cc2OC)c(=O)[nH]c1=O	12	9%	6%	?	0%	0%	7%	-31%	7%
CSc1cccc(NC(=S)N(CCCN2CCCC2)Cc2cccs2)c1	?	?	-13%	-4%	?	-7%	?	10%	-12%

Arranged by formula weight (lowest first): some entries from above
Compound	IL1B secr inh	HT1080-NT tox	ATXN2 expr inh	MCF10A rerep	KB-V1 cytotox	KB-3-1 cytotox	HT1080 IDH1KD tx	SW480 rerep	WRN inhibitor
N#C/C(=C\c1cn(CC(=O)O)c2ccccc12)C(=O)NCc1ccccc1	0	-5%	10%	2%	?	27%	-5%	-6%	-9%
O=C(Nc1cccnc1)c1cccc(S(=O)(=O)Nc2ccccc2F)c1	1	-4%	-14%	-2%	16%	2%	-3%	-8%	?
CCc1nc(SCC(=O)Nc2cc(C)ccc2OC)c2c(C)c(C)sc2n1	4	-7%	0%	18%	?	?	-4%	-4%	-3%
